Bioassay records as filed in PubChem.
CAL PDZ FP-1: inhibitors of human CAL PDZ peptide binding. Q9HD26. purified CAL PDZ, TMR-peptide fluorescence polarization, 1 h. inhibition, % at 20 µM. 330,000 compounds, 0.02% hits. AID 504414;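 active means highest replicate inhibition of at least 40%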;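 further: plate controls were DMSO neutral control wells for no effect and unlabeled competitor peptide control wells for full effect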
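System: purified tagged CAL PDZ domain construct (CerCALP). Schedule: 1 h incubation at room temperature before polarization reading. Medium: 25 mM sodium phosphate pH 7.4, 150 mM NaCl, TCEP, IgG, Thesit. Read-out: percent inhibition from loss of millipolarization. Measured by: FP readout, S and P plane fluorescence. Probe or stimulus: fluorescent TMR peptide probe.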
SR-BI uptake up: activators of SR-BI mediated HDL lipid uptake | AID 504775 | CHO ldlA[mSR-BI] cells, DiI-HDL uptake fluorescence, 3 h; 100 = double the neutral-control signal | 320,000 compounds, 0.096% hits | activation, % at 12.5 µM;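 active means mean replicate activation of at least 60% and every replicate at or above 60%; inconclusive means mean or all-replicate condition met, but not both; inactive means mean below 60% and not all replicates reaching 60%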;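 further: 0% = median plate neutral-control signal and 100% = twice that signal; values of inactives mirror those of a sister screen read the other way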
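Assay system: CHO ldlA[mSR-BI] cells, LDL receptor-null, SR-BI overexpressing; medium: Ham's F12 with 0.5% BSA, HEPES 25 mM, pH 7.4; also added: DiI-HDL 10 µg/mL; timing: 3 h uptake period with compound, 37 °C; signal: DiI fluorescence, bottom read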
Rtt109 Vps75: inhibitors of Candida albicans Rtt109/Vps75 histone acetyltransferase. purified Rtt109/Vps75, ThioGlo CoA-SH fluorescence, 4 h. 330,000 compounds, 0.16% hits. Q5AAJ8. inhibition, % at 34.9 µM;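 active means inhibition of at least 50% in every replicate; inconclusive means best replicate reaches 50% inhibition but some replicates fall short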
Target sequence (Q5AAJ8 whole entry, looked up): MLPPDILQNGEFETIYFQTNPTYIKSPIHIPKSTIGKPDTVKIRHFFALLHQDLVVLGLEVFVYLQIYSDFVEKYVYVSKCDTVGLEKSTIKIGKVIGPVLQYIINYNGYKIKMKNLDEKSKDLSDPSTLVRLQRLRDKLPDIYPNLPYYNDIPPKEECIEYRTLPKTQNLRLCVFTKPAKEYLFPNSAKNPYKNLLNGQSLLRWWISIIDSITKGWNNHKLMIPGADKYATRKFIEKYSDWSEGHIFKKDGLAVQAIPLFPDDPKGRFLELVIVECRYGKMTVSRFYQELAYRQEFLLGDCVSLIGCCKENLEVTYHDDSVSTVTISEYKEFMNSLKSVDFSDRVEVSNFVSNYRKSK
DAGLB inhibitor: diacylglycerol lipase beta (human) inhibition | Q8NCG7 | AID 504411 | 340,000 compounds, 0.059% hits | HEK293T DAGLB membrane lysate, EnzChek fluorogenic substrate | inhibition, % at 5.17 µM; in the data active means inhibition above about 34%;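 further: 0% = enzyme with vehicle and 100% = wells lacking enzyme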
C-LANA FP: inhibitors of KSHV LANA C-terminal domain DNA binding. inhibition, % at 9 µM. MBP-C-LANA/FAM-LBS DNA binding, fluorescence polarization. 340,000 compounds, 0.078% hits;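 active means highest replicate inhibition at or above 60% at 9 µM, even if other replicates fall short; inactive means all replicates below 60% inhibition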;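 further: 0% = neutral control wells and 100% = 4 µM acridine orange control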
Keap1-Nrf2 PPI: disrupts human Keap1 binding to Nrf2 peptide; Q14145; 340,000 compounds, 0.15% hits; inhibition, % at 9.4 µM; AID 504523; Keap1 Kelch-Nrf2 peptide fluorescence polarization, 1536-well; in the data active means inhibition above about 12%; inconclusive means no clear call, values can overlap the other calls; inactive means below about 7.3%;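 further: human Keap1 Kelch domain with fluorescein labeled Nrf2 9mer peptide probe; 0% = neutral control wells and 100% = peptide positive control; higher means more block of Keap1 binding to Nrf2 peptide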
Target sequence (Q14145 whole entry, looked up, the tested form may be a part): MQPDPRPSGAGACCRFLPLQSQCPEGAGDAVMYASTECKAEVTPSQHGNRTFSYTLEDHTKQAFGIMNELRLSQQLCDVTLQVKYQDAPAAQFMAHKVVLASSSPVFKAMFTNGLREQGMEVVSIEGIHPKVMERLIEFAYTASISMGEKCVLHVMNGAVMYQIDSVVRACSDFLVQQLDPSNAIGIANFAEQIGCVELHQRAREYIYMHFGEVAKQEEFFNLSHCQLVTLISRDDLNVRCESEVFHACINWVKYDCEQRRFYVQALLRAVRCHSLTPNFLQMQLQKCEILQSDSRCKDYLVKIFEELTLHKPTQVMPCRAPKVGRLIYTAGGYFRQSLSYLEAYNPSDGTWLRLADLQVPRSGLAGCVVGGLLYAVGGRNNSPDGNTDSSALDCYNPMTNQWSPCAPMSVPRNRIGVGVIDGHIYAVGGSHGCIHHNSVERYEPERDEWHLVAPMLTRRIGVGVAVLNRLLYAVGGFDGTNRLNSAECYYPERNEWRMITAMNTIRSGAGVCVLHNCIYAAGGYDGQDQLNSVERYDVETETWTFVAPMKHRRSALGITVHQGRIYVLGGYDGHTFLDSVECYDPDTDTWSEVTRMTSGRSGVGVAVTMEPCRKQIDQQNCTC
cardiac RTF act: cardiac RTF calcium sensitization | P19429+P45379 | IANBD-labeled TnC RTF fluorescence at EC20 calcium; 0% EC20 calcium, 100% full calcium | 340,000 compounds, 0.24% hits | activation, % at 7.2 µM;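 active means activation above the mean over all tested compounds plus 3 SD, cut at about 30% in these data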;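 further: rise in fluorescence read as greater calcium sensitivity of cardiac thin filaments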
PKA-R2B activ: PKA-R2B complex activation | 340,000 compounds, 0.079% hits | AID 504700 | activation, % at 11.4 µM | PKA-R2B holoenzyme dissociation, Cy5-IP20 fluorescence polarization; R2B truncated from residue 108, S112A mutant; 0% DMSO only, 100% 113 µM cGMP | P22694+P31323;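 active means activation above a cutoff set at the mean over all compounds plus 3 SD, cut at about 18% in these data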;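 further: higher means more holoenzyme dissociation and a rise in polarization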
Cardiac RTF inh: cardiac RTF calcium desensitization. 340,000 compounds, 0.12% hits. inhibition, % at 7.15 µM. IANBD-labeled cardiac RTF, Ca2+ fluorescence;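 active means inhibition above the mean inhibition of all tested compounds plus 3 SD, cut at about 17% in these data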;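 further: assay run at fixed EC70 calcium of 1.6 mM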
CAL PDZ FP-2: inhibitors of human CAL PDZ peptide binding. Q9HD26. purified CAL PDZ, TMR-peptide fluorescence polarization, 1 h. inhibition, % at 24.9 µM. 300,000 compounds, 0.92% hits. AID 602252;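 active means mean inhibition of at least 30% with at least half of replicates also reaching 30%; inconclusive means no clear call, values can overlap the other calls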;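 further: 0% = DMSO neutral control and 100% = excess unlabeled competitor peptide PRC23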
Numbers without * were called inactive; ? = inconclusive; · = not tested or not shown; & = joins results of further samples.

SMILES	CAL PDZ FP-1	SR-BI uptake up	Rtt109 Vps75	DAGLB inhibitor	C-LANA FP	Keap1-Nrf2 PPI	cardiac RTF act	PKA-R2B activ	Cardiac RTF inh	CAL PDZ FP-2
CCn1c(SCC(=O)OC)nnc1-c1ccccc1	-0.6	8	11	-1	-1.0	-2	8	-7	4	3
O=C(COC(=O)c1ccccc1C(=O)OCC(=O)NCCc1c[nH]c2ccccc12)NCCc1c[nH]c2ccccc12	0.6	-59	0	2	1.7	2	-4	-4	-9	-1
CCOc1ccc(CN(C)Cc2cc(=O)oc3c(C)c(C)ccc23)cc1OC	-0.4	36	2	-4	-2.3	0	0	-1	-13	·
O=C(Nc1nc(-c2ccco2)c(-c2ccco2)s1)C1CC(=O)N(c2ccc3c(c2)OCCO3)C1 (stereo not given)	-2.6	-17	1	6	-0.3	-1	-6	-8	1	-1
Cc1noc(C)c1COc1ccc(C(=O)OCC(=O)N2CC3(C)CC2CC(C)(C)C3)cc1 (stereo not given)	-0.4	-65	-1	-2	6.8	-7	7	-10	-6	-8
Cc1ccccc1N1CCN(CC(=O)Nc2ccccc2C(=O)NC2CC2)CC1	0.6	-11	-3	-6	-0.5	0	2	-1	-3	-3
O=C(C1CCCN(S(=O)(=O)c2cccc3nonc23)C1)N1CCN(c2cccc(Cl)c2)CC1 (stereo not given)	-0.1	-51	1	-4	0.4	-3	4	-6	-2	0
Cc1cc(C)c(OCC(=O)Nc2nnc(-c3ccco3)o2)c(C)c1	-1.1	13	-7	1	-0.9	-3	-5	-6	6	-2
Cc1ccc2c(c1)N(CC(=O)N1CCCc3ccccc31)C(=O)CO2	-2.7	4	1	-1	0.2	-5	3	-6	-4	·
O=C(c1ccc(N2CCOCC2)c([N+](=O)[O-])c1)N1CCN(c2ccccc2)CC1	0.5	-13	10	4	1.2	0	-6	-11	-7	·
COc1c(OC(C)=O)ccc(/C=C/c2ccc3cccc(OC)c3n2)c1[N+](=O)[O-]	-0.4	-53	-3	5	-0.8	-4	-5	-2	8	-1
COc1ccc(/C=N/NC(=O)NC23CC4CC(CC(C4)C2)C3)c(OC)c1	-0.7	-35	-22	5	3.1	-3	5	-7	-1	-1
O=C(OCCOc1ccc(F)cc1)c1ccc(S(=O)(=O)N2CCCC2)cc1	-1.1	3	3	-8	0.3	-2	4	-16	-2	·
c1ccc(C2C3=C(CCCC3)Nc3ncnn32)cc1 (stereo not given)	-1.8	1	-7	0	-2.7	-7	4	1	-7	0
Cn1c(=O)c2[nH]c(NCC3CCCO3)nc2n(-c2ccccc2)c1=O (stereo not given)	-1.3	3	0	-1	-0.5	5	-3	9	-5	-3

10 structures from above, sorted by formula weight, low to high:
SMILES	CAL PDZ FP-1	SR-BI uptake up	Rtt109 Vps75	DAGLB inhibitor	C-LANA FP	Keap1-Nrf2 PPI	cardiac RTF act	PKA-R2B activ	Cardiac RTF inh	CAL PDZ FP-2
c1ccc(C2C3=C(CCCC3)Nc3ncnn32)cc1 (stereo not given)	-1.8	1	-7	0	-2.7	-7	4	1	-7	0
CCn1c(SCC(=O)OC)nnc1-c1ccccc1	-0.6	8	11	-1	-1.0	-2	8	-7	4	3
Cc1ccc2c(c1)N(CC(=O)N1CCCc3ccccc31)C(=O)CO2	-2.7	4	1	-1	0.2	-5	3	-6	-4	·
Cn1c(=O)c2[nH]c(NCC3CCCO3)nc2n(-c2ccccc2)c1=O (stereo not given)	-1.3	3	0	-1	-0.5	5	-3	9	-5	-3
COc1ccc(/C=N/NC(=O)NC23CC4CC(CC(C4)C2)C3)c(OC)c1	-0.7	-35	-22	5	3.1	-3	5	-7	-1	-1
CCOc1ccc(CN(C)Cc2cc(=O)oc3c(C)c(C)ccc23)cc1OC	-0.4	36	2	-4	-2.3	0	0	-1	-13	·
O=C(OCCOc1ccc(F)cc1)c1ccc(S(=O)(=O)N2CCCC2)cc1	-1.1	3	3	-8	0.3	-2	4	-16	-2	·
O=C(c1ccc(N2CCOCC2)c([N+](=O)[O-])c1)N1CCN(c2ccccc2)CC1	0.5	-13	10	4	1.2	0	-6	-11	-7	·
Cc1noc(C)c1COc1ccc(C(=O)OCC(=O)N2CC3(C)CC2CC(C)(C)C3)cc1 (stereo not given)	-0.4	-65	-1	-2	6.8	-7	7	-10	-6	-8
O=C(Nc1nc(-c2ccco2)c(-c2ccco2)s1)C1CC(=O)N(c2ccc3c(c2)OCCO3)C1 (stereo not given)	-2.6	-17	1	6	-0.3	-1	-6	-8	1	-1

Further structures.
SMILES	CAL PDZ FP-1	SR-BI uptake up	Rtt109 Vps75	DAGLB inhibitor	C-LANA FP	Keap1-Nrf2 PPI	cardiac RTF act	PKA-R2B activ	Cardiac RTF inh	CAL PDZ FP-2
O=C(NCCO[N+](=O)[O-])c1cccnc1	-0.3	12	11	2	-2.0	-3	9	-6	12	0
COc1ccc(C(=O)NC2CCN(C(=S)Nc3ccc(C)c(C)c3)CC2)cc1	-2.5	-45	5	0	0.5	-3	6	10	-6	-1
O=C1c2ccccc2NC(c2ccc(Cl)cc2Cl)N1Cc1ccccc1 (stereo not given)	-0.6	-16	-2	-8	-0.3	-1	9	-5	-2	-3
CN(CCc1nc2ccc(Cl)cc2[nH]1)Cc1nc(CC2CC2)no1	-1.6	·	-2	-2	0.3	2	5	-6	-3	6
CN1CCN(S(=O)(=O)c2ccc(Sc3nc4ccccc4[nH]3)c3nsnc23)CC1	-0.8	12	7	0	0.1	-2	4	-5	-10	-3
COc1ccccc1CNC(=O)CCc1nnc2ccc(NCCCN3CCCC3=O)nn12	-0.4	5	-10	-1	2.4	4	5	1	2	-2
CN(Cc1ccccc1F)C(=O)CCCNC(=O)c1ccc(Cl)cc1	-1.7	-7	-1	2	-1.7	-2	1	1	-2	-7
O=C(c1ncc[nH]1)c1ccccc1Cl	-2.4	-17	1	0	-0.8	-5	1	-2	-8	-5
CCCCn1c(N)c(N(CCOC)C(=O)c2cc(S(=O)(=O)N3CCCCC3)ccc2C)c(=O)[nH]c1=O	-2.7	-7	0	1	1.9	0	-4	-7	-15	-1
CN(CC(=O)NCc1ccc(F)cc1)S(=O)(=O)c1ccc(Br)s1	-1.9	·	1	-1	3.1	-1	1	-8	-24	-6
Cc1nn(C(C)C(=O)NCCCc2ccccc2)c(=O)c2nn(-c3ccccc3)c(C)c12 (stereo not given)	-1.6	-6	6	2	-0.7	-1	5	7	6	3
CCN1C(=O)CSc2ccc(C(=O)NCc3ccc(OC)cc3)cc21	0.9	29	10	-4	2.2	3	-3	4	2	·
Cc1ccc(S(=O)(=O)NC2CCCC2)cc1C	-1.8	12	-1	-2	0.9	0	-4	-11	3	-1
Cc1ccc(-c2csc(=S)n2CC(=O)OCC(=O)NCc2ccco2)cc1	-0.4	-17	-2	3	-0.6	-1	-2	-1	-3	?
COc1ccc(C(=O)Nc2ccccc2C(=O)NC(Cc2c[nH]c3ccccc23)C(=O)O)cc1 (stereo not given)	-0.6	19&-14	-3&13	·	-1.2	-1	·	·	·	-1
O=C(CSCc1ccc([N+](=O)[O-])cc1)N/N=C/c1cccnc1	-2.3	21	-8	0	1.3	3	5	-14	-14	-3
CC1(C)Cc2ccccc2C(NNC(=O)c2ccc(Br)o2)=N1	-1.6	16	-4	-1	-1.4	-4	-1	4	-3	1
Cc1ccc(C(C)C)c(OCC(=O)N/N=C/c2cccn2C)c1	-0.2	-19	6	-6	0.4	-2	0	-6	7	-5
CCOc1ccccc1N(CC(=O)N1CCOCC1)S(=O)(=O)c1ccc(SC)cc1	-2.6	13	-1	3	0.1	-2	-4	5	-5	-2
CCc1ccc(/C=C(\Cl)c2nc3cc(Cl)ccc3c(=O)[nH]2)cc1	-1.2	8	-13	0	1.7	7	-5	1	-1	53*
NC(=O)CC(NC(=O)c1ccc(Br)cc1)c1ccc(N2CCN(c3ccccn3)CC2)c([N+](=O)[O-])c1 (stereo not given)	-0.7	33	1	12	-0.9	-7	7	-7	9	-1
COc1ccc(/C=C2\SC(=S)N(CCC(=O)NCCCn3ccnc3)C2=O)cc1	-1.4	-18	-1	2	2.4	4	0	5	-3	2
Cc1cccc(N)c1SC1CCCCC1O (stereo not given)	-0.1	36	6	4	-0.8	1	5	3	-7	-4
CC1(C)CC(=O)C2=C(C1)N1C(=C(C#N)C2c2ccccc2Cl)N=C(N)c2ccccc21 (stereo not given)	0.1	-5	7	7	0.6	2	-5	-2	-2	2
Cc1cccc(NC(=S)N2CCOCC2)c1C	-1.4	23	-1	1	0.5	-4	-4	0	-6	-4
Cc1nc(NC(=O)COc2ccccc2)sc1C(=O)Nc1ccccc1	-0.1	-14	-12	1	-0.2	1	3	-2	-8	-2
CC(=O)NCCn1c(SCC(=O)NCCC2=CCCCC2)nc2ccccc2c1=O	0.1	·	2	0	0.0	-3	0	6	-9	-2
CC(C)C(NS(=O)(=O)c1cccc(C(F)(F)F)c1)C(=O)NCc1cccs1 (stereo not given)	-1.1	-6	0	3	2.3	2	2	-1	-10	·
CS(=O)(=O)N1CCCC(c2nc(-c3ccc(S(=O)(=O)NCc4ccccc4)cc3)no2)C1 (stereo not given)	-0.5	-15	-6	-1	0.5	-2	-3	3	-2	·
COC(C(=O)Nc1ccnn1C1CCN(Cc2ccc(Cl)s2)CC1)c1ccccc1 (stereo not given)	0.1	6	9	-2	-0.8	-1	-1	10	-13	-5
Cc1nnc(N2CCCC(C(=O)NCc3ccccc3F)C2)c2nn(-c3ccccc3)c(C)c12 (stereo not given)	-1.4	-1	10	4	-3.1	-4	-5	-2	0	·
CCCCn1nnnc1NCc1cc(OC)c(OC)c(OC)c1	-0.1	-9	-13	-1	-0.1	-3	0	-2	2	0
O=c1c2ccccc2nnn1CSc1nnc(-c2cccnc2)n1-c1ccccc1F	-0.7	10	2	-1	-0.7	-5	0	8	9	-2
COc1ccccc1N/C(N)=N/c1nc(C(F)(F)F)cc(=O)[nH]1	-1.0	-9	-7	4	4.5	0	3	-6	-1	-2
CCN(CC)S(=O)(=O)c1cccc(C(=O)NCCCN2CCOCC2)c1	-2.3	20	-1	0	-0.2	-1	-3	7	-19	-2
CCOC(=O)N1CCN(CCc2ccccc2)CC1	-1.3	10	1	-2	-0.8	2	-3	-3	-8	1
C=CCC[C@H](Cc1ccc(F)cc1)C(=O)OC[C@H](Cc1c[nH]c2ccccc12)NC(=O)[C@@H](CC=C)CC(=O)NCCO	0.2	-6	-1	-1	-0.9	-3	1	-19	10	-5
